# Screening results as filed in PubChem BioAssay.
# MEX-5 binding: C. elegans MEX-5 TCR-2 RNA binding activity. 0.38% of 300,000 active. Q9XUB2. activity score (negative = inhibition of binding), % at 10 µM. MEX-5/FITC-TCR2 RNA binding, fluorescence polarization; hits give low values. AID 1832;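 active = inhibition past about -25% in most replicates, and total fluorescence under double the plate's negative control median, limit read from the data; inconclusive = replicates evenly split on the limit, or fluorescence at least double controls; inactive = too little inhibition in most replicates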;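 also: 0% = DMSO and -100% = 5 µM competing unlabeled TCR2 RNA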
# Bcl-xL primary: Bcl-xL (human) inhibition. 0.7% of 320,000 active. inhibition, % at 10.9 µM. GST-Bcl-xL / FITC-Bim BH3 peptide fluorescence polarization;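 active = inhibition above the mean of all tested compounds plus 3 SD, cutoff set per campaign, cut at about 30% in these data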;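 also: 0% = DMSO wells and 100% = unlabeled Bim-BH3 peptide competitor; inhibitors lower millipolarization by displacing the labeled peptide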
# Target sequence (Q07817 whole entry, looked up): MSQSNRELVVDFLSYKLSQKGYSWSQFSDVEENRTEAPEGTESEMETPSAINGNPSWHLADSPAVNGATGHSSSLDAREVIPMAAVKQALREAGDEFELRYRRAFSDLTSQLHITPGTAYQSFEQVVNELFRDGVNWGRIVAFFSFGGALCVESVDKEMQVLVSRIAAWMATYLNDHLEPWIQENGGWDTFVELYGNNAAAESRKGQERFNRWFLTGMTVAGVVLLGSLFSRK
# MCL1 BIM primary: disrupts human MCL1 binding to BIM-BH3 peptide; GST-MCL1 / FITC-Bim-BH3 fluorescence polarization; inhibition, % at 10.9 µM; AID 2057; 0.68% of 320,000 active; Q07820;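 active = inhibition above the mean inhibition of all tested compounds plus 3 SD, set per campaign, cut at about 40% in these data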;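 also: 0% = DMSO wells and 100% = unlabeled Bim-BH3 peptide control; higher means more loss of mP so more displacement of Bim peptide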
# Yeast superoxide: caloric restriction mimetics inhibiting age-related superoxide in yeast; 0.18% of 330,000 active; superoxide response (% of plate mean), % at 10 µM; S. cerevisiae aged cells, superoxide DHE fluorescence; hits give low values; AID 2690;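 active = superoxide response under a set limit, about three screen SD below normal, cut at about 65% in these data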;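 also: yeast aged for seven days with compound at 30 °C before DHE staining; 100% = average MFI of all compound-treated wells on the plate with controls excluded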
# VLA-4 inh: inhibition in a human VLA-4 binding assay | VLA-4 expressing cells, ligand binding flow cytometry | inhibition, % (about 7 µM as worked out from the volumes in the protocol) | 0.2% of 330,000 active | AID 2557; in the data active = inhibition above about 50%
# GRK2 inh: blocks RNA aptamer binding to human GRK2 | P25098 | bead flow cytometry, FAM-aptamer displacement from GRK2 | inhibition of aptamer binding, % at 10 µM | 0.59% of 330,000 active;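 active = inhibition of aptamer binding above 40%, roughly 3 SD of noise, on plates passing a quality check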;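 also: median bead fluorescence of bound FAM aptamer so fluorescent compounds give negative values; no value below 0 was filed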
# Target sequence (P25098 whole entry, looked up): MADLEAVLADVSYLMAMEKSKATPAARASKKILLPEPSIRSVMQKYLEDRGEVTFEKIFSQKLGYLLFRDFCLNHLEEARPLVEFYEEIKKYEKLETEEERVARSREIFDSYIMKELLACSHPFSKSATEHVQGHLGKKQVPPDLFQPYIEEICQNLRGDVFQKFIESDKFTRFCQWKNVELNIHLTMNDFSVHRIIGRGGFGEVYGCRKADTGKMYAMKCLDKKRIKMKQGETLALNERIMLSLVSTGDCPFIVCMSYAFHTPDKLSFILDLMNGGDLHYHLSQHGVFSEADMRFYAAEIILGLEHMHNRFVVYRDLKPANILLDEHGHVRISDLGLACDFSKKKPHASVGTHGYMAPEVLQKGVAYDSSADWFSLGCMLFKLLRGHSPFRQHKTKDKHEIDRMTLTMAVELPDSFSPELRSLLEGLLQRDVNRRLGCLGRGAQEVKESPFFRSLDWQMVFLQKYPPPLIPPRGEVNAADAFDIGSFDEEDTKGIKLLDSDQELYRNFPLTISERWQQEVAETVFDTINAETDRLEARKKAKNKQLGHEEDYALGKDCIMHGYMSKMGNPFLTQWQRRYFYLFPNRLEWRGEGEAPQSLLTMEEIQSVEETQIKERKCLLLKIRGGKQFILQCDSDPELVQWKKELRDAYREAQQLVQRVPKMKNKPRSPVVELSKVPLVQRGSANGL
# GLD-1 RNA inh: GLD-1-TGE RNA interaction inhibition (C. elegans). Q17339. purified GLD-1 + fluorescein TGE RNA, fluorescence polarization. inhibition, % at 5.96 µM. 0.44% of 320,000 active. AID 2280;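 active = percent inhibition above a per-plate cutoff, the plate mean of test compounds plus 3 SD, cut at about 30% in these data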;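 also: 0% = DMSO wells with GLD-1 and probe and 100% = wells lacking GLD-1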
# AGP1 TOR yeast: modulators of TOR pathway AGP1-GFP in S. cerevisiae | AID 2066 | GFP response vs DMSO, % at 10 µM | S. cerevisiae AGP1-GFP multiplex flow cytometry, 3 h; GFP as percent of DMSO wells | 0.02% of 320,000 active;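 active = GFP response relative to DMSO above a set limit, near screen average plus 3 SD, cut at about 150% in these data; inconclusive = fewer than 70 cells counted for the yeast strain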;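 also: median GFP channel fluorescence of the gated AGP1 strain per well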
# CIT2-GFP yeast: yeast TOR pathway CIT2-GFP modulation; S. cerevisiae CIT2-GFP strain, flow cytometry, 3 h; 100 means same as DMSO wells; GFP response vs DMSO, % at 10 µM; 0.065% of 320,000 active; AID 2029;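 active = GFP response relative to DMSO above a set limit, near the screen mean plus 3 SD, cut at about 150% in these data; inconclusive = Fewer than 70 cells measured for a yeast strain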;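 also: ratio of well median GFP fluorescence to mean of DMSO wells on the plate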
# Numbers without * were called inactive; ? = inconclusive; . = not tested or not shown; [ ] = another dose, or the depositor's remark. Hits appear at their usual frequency; about 2.1% have a hit in one of these screens.
SMILES,MEX-5 binding,Bcl-xL primary,MCL1 BIM primary,Yeast superoxide,VLA-4 inh,GRK2 inh,GLD-1 RNA inh,AGP1 TOR yeast,CIT2-GFP yeast
CN(CC(=O)Nc1ccccc1Cl)C(=O)COC(=O)Cc1c(F)cccc1Cl,-1.4,-7,-10,88,9,3,-4,88,102
CS(=O)(=O)c1ccc(Cl)c(S(=O)(=O)NCc2ccccc2)c1,0.5,4,-2,110,6,2,2,89,.
CCN(CC)S(=O)(=O)c1ccc2[nH]c(=O)cc(C(=O)N(C)C3CCS(=O)(=O)C3)c2c1 (centres undefined),.,5,7,100,-2,0,1,93,92
CCOC(=O)c1cc(-c2ccccc2)sc1NC(=O)C(C)OC(=O)c1cccc(S(=O)(=O)N(C)C)c1 (centres undefined),-2.9,1,-9,114,8,4,2,108,97
CCC(=O)N1CCc2cc(S(=O)(=O)CCC(=O)Nc3nc(C)cs3)ccc21,-0.7,4,2,86,8,4,-2,101,96
CS(=O)(=O)N(CC(=O)N1CCCC1)Cc1ccc(Cl)cc1,0.6,4,2,92,11,6,8,100,99
Cc1ccc(NC(=S)N(CCN(C)C)C(C)c2ccco2)c(C)c1 (centres undefined),-0.8,-3,-4,89,2,0,-2,109,104
C=CCOc1cccc(CNc2ccc3[nH]c(=O)[nH]c3c2)c1,-2.2,3,5,93,-1,2,5,112,97
CCN(CC)C(=O)CSc1nc(C)cc(C)c1C#N,4.8,4,0,129,7,4,0,104,102
C#CCOCCOCCOCCNc1nc(N2CCN(C(=O)[C@H](CCCN=C(N)N)n3cc(C(N)[C@@H](C)CC)nn3)CC2)nc(N2CCN(C(=O)[C@H](CCC(=O)O)n3cc([C@@H](N)[C@H](C)CC)nn3)CC2)n1 (some centres undefined),.,.,.,101,31,0,-2,96,91
C=CCN=c1scc(-c2ccccc2)n1/N=C/c1ccccn1,4.1,0,0,93,18,2,0,87,92
Cc1cccc(NC(=O)c2oc(=O)c3ccccc3c2-c2ccccc2)c1C,1.3,-1,-7,104,0,1,-1,101,94
CC(=O)c1cccc(Nc2nc(=O)c3cccnc3s2)c1,-2.4,2,4,104,1,0,3,103,101
COc1cc(NCc2ccccc2)c2ncn(C(C)C)c2c1,.,-1,4,107,-3,0,-3,99,99
COc1ccccc1C(=O)Nc1ccc(CN2CCCCC2)cc1,-0.2,2,0,110,-7,0,8,98,103
O=C(Nc1ccccc1N1CCN(C(=O)c2ccc(Cl)cc2)CC1)c1ccc(Br)cc1,-0.9,4,-4,99,-6,18,8,101,.
COc1cc2c(cc1NC(=O)C(C)N1CCN(S(=O)(=O)c3ccc(C)c(C)c3)CC1)oc1ccccc12 (centres undefined),-2.9,3,-3,122,-15,0,3,107,108
Cc1ccnc2nc(C(=O)OCC(=O)NC(=O)NCc3ccco3)nn12,0.8,1,3,108,-4,0,-1,97,97
COc1ccc2c3c([nH]c2c1)C(C)N(C(C)=O)CC3 (centres undefined),-1.0,5,6,88,-3,2,-2,99,110
O=C(NC1=NCCS1)c1cccc(OC(F)F)c1,-1.7,-1,7,109,8,0,2,90,87
CC(C)(C)NC(=O)CCn1nc(-c2ccc(Cl)cc2)c2ccccc2c1=O,1.7,3,0,89,-4,0,6,93,99
CC(C)N(Cc1ccccc1)C(=O)CSc1nccn1C,-1.1,-2,-5,111,13,10,-2,103,99
CC1CC(OC(=O)c2ccccc2C(=O)c2ccc(Cl)cc2)C(=O)O1 (centres undefined),.,.,.,85,-1,1,-1,95,99
COc1ccc(Cl)cc1-c1nc(SCC(=O)N(C)C2CCS(=O)(=O)C2)n[nH]1 (centres undefined),.,.,.,114,13,0,4,96,87
N#Cc1c(-c2ccc3c(c2)OCO3)cc[nH]c1=O,-1.2,-6,2,108,1,5,1,106,109
COC(=O)C1=C(O)C(C(=O)OC)C(c2ccc(C)cc2)C(C#N)(C#N)C1c1ccc(C)cc1 (centres undefined),-3.6,0,-7,92,-2,5,-3,100,105
Nc1nonc1-n1nnc(C(=O)N/N=C/c2cccs2)c1CSc1ccccc1,-4.4,-4,0,87,9,5,-4,88,92
C/C(=C\C(=O)OCCCCCCCCC(=O)O)C[C@@H]1OC[C@H](C[C@@H]2O[C@H]2[C@@H](C)[C@H](C)O)[C@@H](O)[C@H]1O,-2.6,-3,-9,100,25,0,1,84,82
CCCSc1nsc(NC(=O)Nc2ccc(F)cc2F)n1,-0.7,-5,5,110,2,0,-6,95,90
COc1ccccc1N1CCN(Cc2cc(=O)c(OCC(=O)NC(C)C)co2)CC1,-1.8,9,2,98,1,0,5,101,96
CCCCC(c1nnnn1C(C)C)N1CCN(C(=O)c2ccco2)CC1 (centres undefined),0.5,1,0,102,-7,0,8,95,99
CC(C)Oc1ccc(S(=O)(=O)N2CCOCC2)cc1NC(=O)C1CCCCC1,.,-3,-3,95,18,0,8,92,93
COc1ccc2nc(NC(=O)C3CCN(S(=O)(=O)c4cccc5nsnc45)CC3)sc2c1,.,7,1,103,-7,2,6,103,103
Cc1cc(-c2ccc(C)c(S(=O)(=O)Nc3ccc(S(N)(=O)=O)cc3)c2)on1,0.5,1,-1,102,17,2,0,99,103
CCn1c(SCC(N)=O)nnc1-c1ccc2c(c1)OCO2,-0.4,1,-5,82,9,0,4,100,101
CCO[C@@H]1OC(C(=O)N2CCN(Cc3ccccc3)CC2)=C[C@H](C2CC2)[C@H]1CCCO,1.8,5,4,92,0,0,2,94,112
O=C(c1ccco1)N1CCN(C(=O)c2cc3sccc3n2Cc2ccccc2)CC1,1.4,9,8,80,2,1,-1,95,98
Cc1onc(-c2ccccc2)c1C(=O)NNC(=S)NC(=O)/C=C/c1ccccc1,-3.0,5,8,97,-2,0,3,100,88
O=C(OCCN1CCOCC1)c1ccc(O)cc1,1.6,2,0,91,5,.,3,92,102
C[C@@H]1CN([C@@H](C)CO)C(=O)c2cc(NC(=O)Nc3ccc(F)cc3)ccc2O[C@@H]1CN(C)Cc1ccc(Oc2ccccc2)cc1,.,.,.,108,15,0,-2,.,.
N/C(CC1CC1(Cl)Cl)=N\OC(=O)c1ccccc1 (centres undefined),0.9,1,5,115,-2,2,-10,99,102
COc1ccc2nc(Cl)c(/C=N/Nc3ccccn3)cc2c1,0.2,18,25,87,5,0,12,104,107
N#CC1=C(N)S[C@H](C(=O)C23CC4CC(CC(C4)C2)C3)[C@H]1c1ccncc1,2.9,2,-2,88,2,3,1,102,106
CNC(=O)/C(C#N)=C/c1c(N2CCCCCC2)nc2c(C)cccn2c1=O,-0.5,1,3,97,0,2,0,97,90
CCN1CCN(C(=O)/C=C/c2ccc(C)o2)CC1,-4.5,14,8,110,5,0,7,104,109
CC(=O)c1ccc(N(CC(=O)NCc2ccc3c(c2)OCO3)C(=O)c2csnn2)cc1,0.8,7,5,91,5,1,-1,107,107
CCn1c(CNC(=O)c2cccc(C)c2)nnc1SCC(=O)Nc1cccc(OC)c1,-1.3,3,5,93,5,1,6,112,111
CCOC(=O)C(=O)N1c2ccccc2C(N(C(=O)C(=O)OCC)c2ccccc2)CC1C (centres undefined),0.8,-2,6,96,5,5,5,101,99
CCSc1nc(N)c(NC(=O)c2ccc(Br)o2)c(=O)[nH]1,3.7,4,-4,97,0,3,0,94,93
COc1ccc(NC(=O)/C=C/c2ccccc2)c([N+](=O)[O-])c1,-2.9,-2,-5,92,-4,0,-4,99,98
O=C(COc1ccc(C(=O)NCCc2ccccc2)cc1)Nc1ccccc1,2.5,-3,-7,95,19,31,-1,108,112
N#Cc1cccc(C(=O)OCC(=O)NCc2ccco2)c1,1.1,0,-4,94,0,7,-4,104,99
COc1ccc2c(c1OC)C(=O)N1N=C(c3ccc(Cl)cc3)CC21 (centres undefined),-0.2,5,6,85,18,0,-3,104,104
Cc1ccc(-n2c(-c3ccco3)nc3c(cnn3-c3ccc(C)cc3)c2=O)cc1,-0.5,-1,3,101,15,0,5,98,88
CCCCC(=O)Nc1ccc2c3c(cccc13)C(=O)N2CC,-2.1,1,5,109,-7,0,10,99,99
O=C(CSc1nnc(-c2ccccn2)o1)Nc1ccccc1Cl,0.8,-1,1,105,-5,0,12,89,96
COC(=O)c1cccc(C23CC4(C2)[C@H](CN(CC2CCCCC2)[C@@H]4c2ccccc2)C3c2ccccc2)c1 (some centres undefined),4.6,-6,-8,94,9,85*,1,90,116
NC(=O)C1CCN(CCC(=O)Nc2cccc(Cl)c2)CC1,1.5,-4,-5,91,-4,2,6,103,105
O=C(COC(=O)CNC(=O)c1ccccc1)NCc1ccc2c(c1)OCO2,.,.,.,106,8,0,8,113,104
COc1ccc(CCNC(=O)CCCOc2ccc(Cl)cc2)cc1OC,0.2,1,5,104,4,0,-1,106,102

# Marked active in GRK2 inh, among the entries above:
mol | MEX-5 binding | Bcl-xL primary | MCL1 BIM primary | VLA-4 inh | GRK2 inh | GLD-1 RNA inh | AGP1 TOR yeast | CIT2-GFP yeast
COC(=O)c1cccc(C23CC4(C2)[C@H](CN(CC2CCCCC2)[C@@H]4c2ccccc2)C3c2ccccc2)c1 (some centres undefined) | 4.6 | -6 | -8 | 9 | 85* | 1 | 90 | 116

# The listing continues.
SMILES,MEX-5 binding,Bcl-xL primary,MCL1 BIM primary,Yeast superoxide,VLA-4 inh,GRK2 inh,GLD-1 RNA inh,AGP1 TOR yeast,CIT2-GFP yeast
O=C(Nc1ccccc1)Nc1scc2c1c(=O)oc1ccccc12,-1.1,3,-2,90,0,2,24,101,97
O=C(O)CSc1ccnc2cc(Cl)ccc12,0.7,6,0,87,-1,0,-1,107,102
CC(O)CN1C(=O)C(CC(=O)Nc2ccc(Cl)cc2)SC1=Nc1ccccc1 (centres undefined),1.3,8,7,105,-3,0,3,97,90
CCOc1ccc(-c2nc(CN3CCCC(C(=O)N4CCOCC4)C3)c(C)o2)cc1 (centres undefined),-0.1,1,5,94,-10,1,9,91,92
CCOC(=O)Cn1cc(C#N)c2cccc(CC)c21,-2.0,2,3,86,-20,4,-4,94,93
Cc1ccc(N2C(SCC(=O)O)=NC(=Nc3cccc(C)c3)C23CCCC3)cc1,-0.4,-11,-21,95,13,2,-2,104,104
O=C(NNc1cc(C(F)(F)F)ccc1Cl)c1ccc(=O)[nH]c1,3.3,3,-3,92,0,2,2,100,107
CC(C)CCNC(=O)CN(Cc1ccccc1)C(=O)CCC(=O)Nc1nccs1,1.4,-4,-4,99,6,3,-12,101,98
COC(=O)c1ccc(C(=O)N2CCCC(CNC(=O)c3ccccc3Cl)C2)cc1 (centres undefined),1.3,-3,-14,115,0,1,0,102,93
CNc1sc(C(=O)c2ccccc2F)c(N)c1-c1nc2ccccc2s1,1.2,18,23,105,-42,2,14,30[may fluoresce violet],?
COc1c(OC)c(O)c2c(=O)cc(-c3c(O)cccc3O)oc2c1OC,-1.0,-1,-4,116,6,0,5,98,84
CC(C)OC(=O)/C(=C/c1cccnc1)NC(=O)c1ccccc1,0.3,-2,-1,114,17,.,0,94,100
CCOc1ccc(C(=O)NCc2ccco2)cc1OC,2.4,.,.,93,10,1,.,100,101
CC(C)CCn1cnc2c1c(=O)n(C)c(=O)n2C,0.6,-3,-4,110,5,0,7,104,101
CC(=O)N(C)c1ccc(NC(=S)Nc2ccc(C(C)C)cc2)cc1,-0.5,5,6,98,11,0,-5,108,90
